Screening data as filed in PubChem.
DRD3 antagonist – antagonists of human D3 dopamine receptor. P35462. D3R cells, DiscoveRx beta-arrestin luminescence, antagonist mode; stronger effect = lower value. max response, negative = inhibition, %. 360,000 compounds, 2.5% hits. AID 652054; in the data active = max response below about -50%; inconclusive = no clear call, values can overlap the other calls; note: % is set by controls: 0 for no effect and ±100 for the full control effect; mostly tested at two doses, the higher about 12 µM
Target sequence (P35462 whole entry, looked up): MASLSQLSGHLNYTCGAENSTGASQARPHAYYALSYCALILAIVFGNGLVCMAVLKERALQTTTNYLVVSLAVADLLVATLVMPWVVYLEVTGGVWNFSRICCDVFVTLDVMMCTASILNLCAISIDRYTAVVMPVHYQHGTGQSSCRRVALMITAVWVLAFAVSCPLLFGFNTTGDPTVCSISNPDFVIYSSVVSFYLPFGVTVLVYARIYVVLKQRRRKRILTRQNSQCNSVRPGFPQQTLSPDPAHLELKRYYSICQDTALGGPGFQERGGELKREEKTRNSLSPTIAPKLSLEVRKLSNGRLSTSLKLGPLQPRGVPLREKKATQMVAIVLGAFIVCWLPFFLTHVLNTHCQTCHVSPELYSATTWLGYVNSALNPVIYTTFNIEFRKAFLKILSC
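Cells plated overnight at 1500 cells/well, then exposed to library compounds with dopamine controls for 90 minutes at 37 degrees C. DiscoveRx reagent added for 30–60 minutes at room temperature; luminescence read, quantitative HTS format.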
HT1080-NT tox – kills 2HG-producing HT-1080-NT fibrosarcoma cells; 360,000 compounds, 1.6% hits; Potency, µM (highest dose often 46.1 µM), for the others: at the highest dose activity, negative = less viability, actives largely listed as cytotoxic; AID 686970; HT-1080-NT fibrosarcoma viability, CellTiter-Glo ATP luminescence, 48 h;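 note: NT is the 2HG producing partner of a matched IDH1 knockdown line; potency is the fitted concentration of half-maximal effect; 0% = DMSO-treated cells and -100% = media-only wells without cells; nearly all actives have a fitted effect of over 55% in size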
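HT-1080-NT fibrosarcoma cells (2HG-overproducing), 750 cells/well in RPMI with 5% FBS, dosed after 2 h and incubated 48 h at 37C. CellTiter-Glo luminescence normalized to DMSO and no-cell wells; concentration-response curves fitted and classed.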
KB-V1 MDR tox – kills drug-selected multidrug resistant KB-V1 cells; Potency, µM (top dose mostly 46.1 µM), without a hit: at the top dose activity change, negative = cytotoxicity, actives largely listed as cytotoxic; AID 1347076; KB-V1 MDR cells viability, CellTiter-Glo, 72 h; 400,000 compounds, 3.4% hits; note: potency is the fitted concentration of half-maximal effect; % is set by controls: 0 for no effect and ±100 for the full control effect; nearly all actives have a fitted effect of over 60% in size
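Readout: CellTiter-Glo luminescence, 10 min after addition. Cells: KB-V1 MDR subline, 72 h at 37 degrees C with compound. Analysis: corrected, normalized data fitted to concentration-effect curves.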
KB-3-1 cytotox – kills parental KB-3-1 adenocarcinoma cells | KB-3-1 viability, CellTiter-Glo ATP luminescence, 72 h | 400,000 compounds, 1.4% hits | Potency, µM (doses to about 46.1 µM), for the others: top-dose activity change, negative = cytotoxic, hits mostly cytotoxic; note: potency is the fitted concentration of half-maximal effect; % is set by controls: 0 for no effect and ±100 for the full control effect; nearly all actives have a fitted effect of over 60% in size
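KB-3-1 parental drug-naive adenocarcinoma cells in DMEM/10% FBS, incubated 72 h at 37 C with pin-transferred compounds across a concentration series. Viability by CellTiter-Glo luminescence; concentration-response curves fitted after normalization.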
IL-1B inflam inh – inflammasome signaling inhibition, IL-1 beta readout | THP-1 LPS/ATP IL-1B secretion, AlphaLISA, 16 h; stronger effect = lower value | activity change, % at 57.5 µM | 360,000 compounds, 4.7% hits; in the data active = activity change below about -50%; inconclusive = mostly about -30% to -49%; note: % is set by controls: 0 for no effect and ±100 for the full control effect
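THP-1 cells pretreated 1 hr with compounds (up to 57.5 uM final), then stimulated with LPS (250 ng/mL final) plus ATP (1.25 mM final); secreted IL-1B measured by AlphaLISA after 16 hr, decreased signal indicating inhibition.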
HT1080 IDH1KD tx – kills HT-1080 cells with IDH1 knockdown | Potency, µM (series often up to 46.1 µM), for inactives: at the top dose activity, negative = toxicity, actives largely listed as cytotoxic | AID 686971 | 360,000 compounds, 2% hits | HT-1080 IDH1 knockdown viability, ATP luminescence, 48 h;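 note: potency is the fitted concentration of half-maximal effect; 0% = DMSO wells and -100% = cell-free medium wells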
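IDH1KD HT-1080 cells, 750/well, RPMI + 5% FBS; compound pinned after 2 h settling; 48 h, 37 °C; CellTiter-Glo luminescence; % activity normalised to DMSO and no-cell wells; curves fitted, classed by r2 and efficacy.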
DRD3 agonist – activates the human D3 dopamine receptor | D3R DiscoveRx beta-arrestin cells, luminescence, 90 min | P35462 | AID 652048 | max activation, % | 410,000 compounds, 0.58% hits; in the data active = max activation above about 30%; note: 0% is about no effect; mostly tested at two doses, the higher about 12 µM
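Cells at 1500/well, incubated overnight, then treated with pinned compounds (dopamine as control) for 90 min at 37 degrees C. DiscoveRx reagent added for 30 - 60 minutes at room temperature; luminescence read.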
GLP1R ag – agonists of human GLP-1 receptor; P43220; HEK293 GLP-1R CRE-luciferase, luminescence, 4-6 h; cells express a hypersensitive GLP-1R form; Potency, µM (series often up to 45.6 µM), for inactives: at the top dose activation, hits mostly activators; 380,000 compounds, 0.007% hits; note: potency is the fitted concentration of half-maximal effect; % of control where 0% means no effect
Target sequence (P43220 whole entry, looked up): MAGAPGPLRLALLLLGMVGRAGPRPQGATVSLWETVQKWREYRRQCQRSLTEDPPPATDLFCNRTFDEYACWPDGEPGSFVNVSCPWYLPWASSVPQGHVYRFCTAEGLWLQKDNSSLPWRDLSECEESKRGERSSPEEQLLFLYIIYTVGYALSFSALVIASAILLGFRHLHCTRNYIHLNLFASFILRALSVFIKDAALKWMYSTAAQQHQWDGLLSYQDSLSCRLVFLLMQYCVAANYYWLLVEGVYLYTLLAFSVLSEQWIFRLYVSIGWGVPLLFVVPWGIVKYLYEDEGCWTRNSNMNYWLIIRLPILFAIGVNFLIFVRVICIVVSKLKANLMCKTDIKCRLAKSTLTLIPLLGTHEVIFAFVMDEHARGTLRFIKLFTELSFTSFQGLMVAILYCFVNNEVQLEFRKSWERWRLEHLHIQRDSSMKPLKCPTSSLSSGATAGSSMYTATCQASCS
SW480 rerep – induces DNA re-replication in SW480 colon adenocarcinoma cells; SW480 DNA re-replication, Hoechst DNA content imaging, 48 h; Potency, µM (titrated, usually from 46.1 µM), inactives show top-dose re-replication activation, most hits filed as activators; 340,000 compounds, 1.8% hits; AID 624297; note: potency is the fitted concentration of half-maximal effect; % of control where 0% means no effect; nearly all actives have a fitted effect of over 55% in size
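Compounds, transferred as 23 nL by pin tool, were incubated with cells for 48 hr; DNA content per nucleus was then quantified by Hoechst staining and fluorescence plate imaging.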
* marks the source's active call; other numbers are inactive results; ? = inconclusive; · = not tested or not shown; [ ] = dose if it differs, or a comment. Unless noted, calls come from the whole dose curve; as a rule, active = well fitted curve in the direction sought with a large enough effect; inconclusive = small, poorly fitted or top-dose-only effect, or another doubt; inactive = no such curve, though single readings can be large; an effect the other way counts as inactive or inconclusive.

Results follow in this order: DRD3 antagonist, HT1080-NT tox, KB-V1 MDR tox, KB-3-1 cytotox, IL-1B inflam inh, HT1080 IDH1KD tx, DRD3 agonist, GLP1R ag, SW480 rerep
1	COc1ccc(CCNS(=O)(=O)c2cccc(S(=O)(=O)N3CCCC3)c2)cc1OC
 : 0, 1%, 18µM*, -9%, -15, 2%[9.24 µM], 1, 1%, -7%
2	COc1ccc(S(=O)(=O)N(C)CC(=O)Nc2ccc3c(c2)OCCO3)cc1OC
 : 12, 3%, 0%, 15%, -9, -12%, 0, 0%, -11%
3	CC(=O)Nc1ccc(S(=O)(=O)N(CC(=O)NCC2CCCO2)Cc2ccccc2Cl)cc1 (stereo not drawn)
 : 2, -8%, -8%, -7%, 7, 1%, 2, -4%, ·
4	O=C(CCNS(=O)(=O)c1ccc(OC(F)(F)F)cc1)N1CCN(C/C=C/c2ccccc2)CC1
 : -3, -2%, 6.5µM*, ?, 0, -11%, 1, -1%, 2%
5	Cc1ccccc1NC(=O)COC(=O)c1cccc(S(=O)(=O)N2CCCCC2)c1
 : -12, -1%, -5%, 21%, 0, -6%, 0, -7%, -7%
6	O=C(NN=Cc1cccc([N+](=O)[O-])c1)c1cc(-c2cccnc2)nc2ccccc12
 : 2, 0%, 4%, 9%, 12, -1%, 0, 2%, ·
7	COCC(C)NS(=O)(=O)c1ccc(C)cc1 (stereo not drawn)
 : 0, 17%, 16%, -2%, -5, 13%, -1, -10%, 1%
8	Cc1cc(C)c(S(=O)(=O)Nc2cccc(S(=O)(=O)NC3=NCCC3)c2)c(C)c1
 : 5, 0%, -6%, 16%, 37, 1%, -1, 6%, ?
9	Cc1ccccc1/C=N\NC(=O)c1ccc(Cn2cccn2)o1
 : 12, 2%, 3%, 14%, 1, 10%, 5, 4%, 1%
10	CN(C(=O)c1ccc(NC(=O)C2CCCN(C(=O)OC(C)(C)C)C2)cc1)C1CCCC1 (stereo not drawn)
 : 16, -7%, 1%, 1%, -4, -6%, 13, -4%, -6%
11	Cn1nc(-c2ccc(N3CCOCC3)c(NS(=O)(=O)c3ccc(Cl)cc3)c2)c2ccccc2c1=O
 : 0, ?, ?, ?, 9, 18µM*, -3, 11%, -2%[9.22 µM]
12	Cc1ccc(C2CC(c3ccc(Cl)cc3)n3nc(N)nc3N2)cc1 (stereo not drawn)
 : -12, 0%, -6%, 1%, 0, 21%, -4, 24%, -6%
13	Cc1cc(C)nc(NS(=O)(=O)c2ccc(NC(=O)Nc3ccccc3)cc2)n1
 : 13, 9%, ?, 23%, 13, 3%, 10, 10%, -7%
14	Cc1[nH][nH]c(=O)c1N=Nc1ccc(S(N)(=O)=O)cc1
 : ?, 3%, -15%, -22%, 25, -1%, -7, -3%, ?
15	Cc1ccccc1NS(=O)(=O)c1cc(S(C)(=O)=O)ccc1Cl
 : 13, 10%, -14%, -13%, 15, 18%, 0, 0%, 1%
16	Cc1cccc(Nc2nnc(SCC(=O)Nc3ccccc3[N+](=O)[O-])s2)c1
 : -9, -11%, 21µM*, 1%, 7, -16%, 3, -3%, 2%
17	CCOC(=O)Cn1c(CN2CCOCC2)nc2c1c(=O)[nH]c(=O)n2C
 : 5, -11%, 11%, 7%, -21, 0%, -2, 2%, 2%
18	CC(C(=O)NC1CCCCC1)N1CCN(S(=O)(=O)c2cccs2)CC1 (stereo not drawn)
 : 23, 0%, 14%, -8%, -5, -3%, -4, -5%, -20%
19	CCOC(=O)C1(Cc2ccccc2)CCCN(C2CCCC2)C1 (stereo not drawn)
 : -11, 17%, -4%, -18%, -1, 0%, 5, 4%, 1%
20	COC(=O)c1ccc(N2CCOCC2)c(NC(=O)c2ccco2)c1
 : -14, -15%, ?, 2%, 11, 9%, -7, 0%, -3%
21	O=C(O)c1ccccc1-c1ccc(C=c2sc3nc4cc(Br)cnc4n3c2=O)o1
 : -55*, 11%, -7%, 0%, -9, 14%, -10, -5%, ·
22	Cc1ccc2c(c1)c1c3n2CCN(C(=O)Cn2c(-c4ccccc4)noc2=O)C3CCC1 (stereo not drawn)
 : -3, -13%, 4.1µM*, 0%, -7, -24%, -15, -16%, 0%
23	OCCNc1nc(Nc2ccc(Cl)c(Cl)c2)nc2ccccc12
 : -28, ?, 9.2µM*, -23%, -92*, -24%, -6, -3%, 0%
24	O=C(CN1CCN(c2ccc(F)cc2)CC1)NCc1ccc(Cl)cc1
 : 5, -1%, -25%, 4%, -22, -3%, 1, 7%, 0%
25	CCNC(=S)Nc1ccc(Cc2nc3ccccc3[nH]2)cc1
 : -21, 0%, 15%, 4%, 38, 2%, -17, 6%, 1%
26	CC(=O)Nc1ccc(S(=O)(=O)NCCC(=O)OCC(=O)c2cccc(Br)c2)cc1
 : 4, 2%, 7%, -5%, 12, 0%, 1, -9%, -5%
27	O=C(Cc1nnc(NC(=O)Nc2ccccc2)s1)Nc1ccccc1
 : 11, -4%, 1%, 0%, 0, -1%, -4, -3%, -22%
28	COCCCNC(=O)c1cccc(OC)c1OC
 : 6, 12%, 0%, -2%, 11, 14%, -3, 0%, -5%
29	COc1cccc(/C=N/n2nnnc2N)c1O
 : -5, -1%, -18%, -6%, -17, 6%, -15, 1%, -4%
30	CCCCc1ccc(-n2nnnc2SCC(=O)Nc2cc(OC)c([N+](=O)[O-])cc2C)cc1
 : 1, 1%, -20%, -9%, -8, 2%, -1, -3%, ?

Fetched one by one from above, two records:
Results follow in this order: DRD3 antagonist, HT1080-NT tox, KB-V1 MDR tox, KB-3-1 cytotox, IL-1B inflam inh, HT1080 IDH1KD tx, DRD3 agonist, GLP1R ag, SW480 rerep
19	CCOC(=O)C1(Cc2ccccc2)CCCN(C2CCCC2)C1 (stereo not drawn)
 : -11, 17%, -4%, -18%, -1, 0%, 5, 4%, 1%
13	Cc1cc(C)nc(NS(=O)(=O)c2ccc(NC(=O)Nc3ccccc3)cc2)n1
 : 13, 9%, ?, 23%, 13, 3%, 10, 10%, -7%

By substructure, the compounds so far with a nitro group on carbon.
Results follow in this order: DRD3 antagonist, HT1080-NT tox, KB-V1 MDR tox, KB-3-1 cytotox, IL-1B inflam inh, HT1080 IDH1KD tx, DRD3 agonist, GLP1R ag, SW480 rerep
6	O=C(NN=Cc1cccc([N+](=O)[O-])c1)c1cc(-c2cccnc2)nc2ccccc12
 : 2, 0%, 4%, 9%, 12, -1%, 0, 2%, ·
16	Cc1cccc(Nc2nnc(SCC(=O)Nc3ccccc3[N+](=O)[O-])s2)c1
 : -9, -11%, 21µM*, 1%, 7, -16%, 3, -3%, 2%
30	CCCCc1ccc(-n2nnnc2SCC(=O)Nc2cc(OC)c([N+](=O)[O-])cc2C)cc1
 : 1, 1%, -20%, -9%, -8, 2%, -1, -3%, ?

(further entries)
Results follow in this order: DRD3 antagonist, HT1080-NT tox, KB-V1 MDR tox, KB-3-1 cytotox, IL-1B inflam inh, HT1080 IDH1KD tx, DRD3 agonist, GLP1R ag, SW480 rerep
31	Cc1ccsc1CN(C)CC(=O)NCC(=O)Nc1ccc(F)c(F)c1F
 : 18, 0%, -5%, 14%, -5, -2%, 17, 3%, 7%
32	Cc1cc(C)c2c(=O)[nH][nH]c2n1
 : -2, 8%, 11%, 15%, 11, 8%, -6, 12%, -3%
33	NC(=O)c1ccccc1OCC(=O)NC12CC3CC(CC(C3)C1)C2
 : 0, -7%, -6%, -8%, 3, -4%, -9, 1%, -4%
34	CC1C(=O)C(C)C(c2cc(Br)ccc2O)NC1c1cc(Br)ccc1O (stereo not drawn)
 : ?, 13µM*, ?, ?, -97*, ?, 5, 7%, ?
35	O=C(O)CSCCC(=O)Nc1ccc(F)cc1
 : -18, 1%, 21%, 4%, 31, 6%, 41*, 1%, -2%
36	O=[N+]([O-])c1cccc(S(=O)(=O)NCC2CCCO2)c1 (stereo not drawn)
 : 6, -2%, -9%, 6%, 15, 0%, 2, -1%, -1%
37	CN1C(=O)C(C)(C)c2cc(S(=O)(=O)N3CCN(c4cccc(Cl)c4)CC3)ccc21
 : 7, -19%, 1%, -7%, 34, -3%, -1, -1%, 0%
38	CC(=O)Nc1cccc(NC(=O)c2csc(C)c2)c1
 : 2, 4%, 7%, 5%, -2, 9%, 3, 1%, 5%
39	C=C(C)c1cccc(C(C)(C)NC(=O)N2CCN(c3ncccn3)CC2)c1
 : -27, 7%, ?, -23%, -8, 14%, -2, -3%, -3%[9.22 µM]
40	Cc1nc2ccccc2cc1C(=O)O
 : 8, 1%, 9%, 10%, 101, -2%, 1, 4%, 3%[9.22 µM]
41	Cn1cccc1C(C(=O)NC1CCCCC1)N(C(=O)Cc1cccs1)C1CC1 (stereo not drawn)
 : -13, -4%, 6.5µM*, 6%, 2, -9%, 0, -9%, -2%
42	O=S(=O)(Nc1ccc2c(c1)OCCO2)c1ccc2oc3ccccc3c2c1
 : 32, -24%, ?, -16%, -22, -27%, 15, ?, 23%
43	COc1ccc(N2C(=O)CC(SCC(=O)O)C2=O)cc1 (stereo not drawn)
 : 8, 4%, 10%, 1%, -23, 14%, 1, 5%, -9%
44	CC1(C(=O)Nc2ccc3c(c2)OCCO3)CCC(=O)N1CCOc1ccccc1 (stereo not drawn)
 : 0, 18%, 10%, 0%, -12, 22%, 5, 5%, ·
45	Cc1noc(C)c1C(=O)Nc1nnc(CC(C)C)s1
 : 5, 15%, -14%, 12%, 20, 8%, 9, 0%, -7%
46	O=c1c(-c2nnc(SCc3ccc(Cl)cc3Cl)o2)cccn1Cc1ccccc1
 : 16, 0%, 2.9µM*, ?, ?, -1%, 0, 5%, 0%
47	O=C(/C=C/NNC(=O)c1ccccc1)c1ccccc1
 : -53*, -23%, -13%, ?, 37, -12%, -12, -4%, ?
